Screening results from PubChem BioAssay.
NPY Y2 blocker = NPY-Y2 receptor antagonists, primary screen, cell-based. NPY-Y2 expressing cells, antagonist mode. inhibition, % at 2.7 µM. actives 0.99% (n = 140,000). AID 793, 2007; in the data active = inhibition above about 17%;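 also: 0% = vehicle with agonist challenge and 100% = reference antagonist with challenge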
Target sequence (P49146 whole entry, looked up): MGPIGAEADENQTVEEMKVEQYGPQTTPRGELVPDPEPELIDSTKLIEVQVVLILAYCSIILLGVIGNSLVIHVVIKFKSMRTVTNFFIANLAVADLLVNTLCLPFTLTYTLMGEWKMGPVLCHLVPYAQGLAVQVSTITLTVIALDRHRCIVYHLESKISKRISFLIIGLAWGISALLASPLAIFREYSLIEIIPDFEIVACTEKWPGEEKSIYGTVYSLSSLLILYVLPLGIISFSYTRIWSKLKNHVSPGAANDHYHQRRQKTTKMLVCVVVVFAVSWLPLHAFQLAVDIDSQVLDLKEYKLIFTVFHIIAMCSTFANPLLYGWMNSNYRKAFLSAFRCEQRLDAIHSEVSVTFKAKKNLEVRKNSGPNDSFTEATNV
E-sel TNF inh = E-selectin induction blockers in HUVEC – imaging, immunofluorescence, high content, primary screen. HUVEC TNFa-induced E-selectin immunofluorescence. inhibition, % at 2 µM. actives 0.71% (n = 120,000). AID 1246, 2008;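 active = inhibition above the batch mean plus 3 SD, and confirmed as a hit on visual image review, cut at about 43% in these data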;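 also: 0% = TNF-stimulated DMSO wells and 100% = unstimulated control wells; not every result past the cut was called active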
bCat KO growth = primary screen for growth suppressors in beta-catenin knockout HCT116 cells (colon tumor, human); viability, % at 10 µM; HCT116 beta-catenin knockout viability, CellTiter-Glo, 60 h; stronger effect = lower value; actives 1.5% (n = 140,000);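 active = viability at or under a set limit, the compound median less 4 SD, cut at about 6% in these data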;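 also: 0% = Hyamine 1622 control at 20 µM and 100% = untreated cell control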
BB579 growth dn = growth inhibitors of yeast BB579 in restrictive medium, primary screen, yeast lifespan-shortening project, S. cerevisiae; OD615, 48 h; inhibition, % at 10 µM; actives 0.51% (n = 140,000);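 active = inhibition above a set limit, 3 SD over the mean compound inhibition, cut at about 44% in these data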; also: inactives centre near -24
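Assay system: S. cerevisiae DeaD strain BB579 yeast. Medium: CSMM-D restrictive synthetic medium containing dextrose (glucose). Times: 4 h cell preincubation, 48 h compound exposure, 30 °C humidified. Signal: OD615 turbidity measurement. Benchmarks: positive control amphotericin B 10 µg/mL.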
MRP1 act = H69AR viability gain despite doxorubicin, primary screen, MRP-1 activator project, H69AR cells, CellTiter-Glo; actives 0.61% (n = 140,000); viability increase, % at 10 µM; viability rescue; AID 799, 2007;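 active = viability gain under doxorubicin at or above a set limit, the compound median plus 3 SD, cut at about 4.7% in these data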;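 also: MRP-1 overexpressing cells given doxorubicin 25 µM after compound pretreatment; 18-22 h compound pretreatment then 72 h with doxorubicin before readout; 0% = doxorubicin-only wells and 100% = vehicle-treated cells without doxorubicin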
Measles CPE = compounds protecting cells from measles virus cytopathic effect, primary screen, measles RdRp inhibitor project, single point, MLSMR library, absorbance. Measles virus-infected cells, CPE protection. protection (pct of control), % at 4 µM. actives 1.5% (n = 140,000). AID 841, 2007; in the data active = protection mostly above about 24%, no sharp cut-off; inactive = mostly below about 26%; also: some compounds called inactive have numbers as strong as hits
PTEN del growth = growth suppression of PTEN-null HCT116, primary screen, cell-based, CellTiter-Glo | HCT116 PTEN-null viability, 60 h; stronger effect = lower value | viability, % at 10 µM | actives 1.2% (n = 140,000) | AID 827, 2007;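 active = viability at or below a set limit, 4 SD under the median of all tested compounds, cut at about 3.7% in these data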;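 also: PTEN knockout HCT116 line with beta catenin targeted HCT116 as companion control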
Phagocyt inh = inhibitors of macrophage phagocytosis, primary screen, imaging, J774A.1 cells, IgG beads. inhibition, % at 5 µM. actives 0.07% (n = 110,000). J774A.1 macrophage IgG-bead phagocytosis;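 active = inhibition above the mean of the plate negative controls plus 5 SD, cut at about 13% in these data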;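 also: phagocytic index as fraction of beads internalized from green versus red external bead signal; plate controls were DMSO negative control for no effect and cytochalasin-D positive control for full effect; some results beyond the cut were filed as inactive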
GALR2 blocker = GALR2 antagonists in receptor-expressing cells, primary screen | AID 828, 2007 | antagonist mode | inhibition, % at 4 µM | actives 0.39% (n = 140,000) | Galanin receptor type 2 (Homo sapiens), O43603; in the data active = inhibition above about 27%;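 also: cells stimulated with galanin 1-16 at roughly its EC80; 0% = agonist challenge control and 100% = basal control without agonist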
Target sequence (O43603 whole entry, looked up): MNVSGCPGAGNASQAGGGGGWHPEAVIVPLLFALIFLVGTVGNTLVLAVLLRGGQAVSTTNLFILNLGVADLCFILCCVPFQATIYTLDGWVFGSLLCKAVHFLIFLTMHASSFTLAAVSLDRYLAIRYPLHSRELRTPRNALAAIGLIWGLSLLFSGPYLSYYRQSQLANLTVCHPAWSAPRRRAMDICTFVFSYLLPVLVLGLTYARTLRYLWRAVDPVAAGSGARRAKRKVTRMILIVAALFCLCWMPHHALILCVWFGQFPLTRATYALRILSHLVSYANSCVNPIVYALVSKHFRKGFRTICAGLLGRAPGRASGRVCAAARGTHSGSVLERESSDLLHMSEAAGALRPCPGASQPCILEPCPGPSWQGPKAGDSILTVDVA
Yeast life ext = compounds extending yeast replicative lifespan, primary screen, S. cerevisiae, OD615 | S. cerevisiae growth with nicotinamide; deaD strain in restrictive glucose medium | AID 775, 2007 | actives 0.68% (n = 130,000) | inhibition of the nicotinamide effect, % at 10 µM;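 active = inhibition above a set limit, placed 3 SD over the median of all compounds, cut at about 26% in these data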;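 also: 0% = nicotinamide-treated wells and 100% = cells grown without nicotinamide; some compounds called inactive have numbers as strong as hits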
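System: Modified budding yeast, DeaD strain | Buffer or medium: Restrictive glucose medium | Also added: 1.5 mM nicotinamide | Doses: 10 µM single point, 0.25% DMSO | Schedule: 48 h compound exposure at 30 °C, humidified | Detection: Absorbance at 615 nm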
Active calls of the source: *; . = no result given; & = joins results of further samples.

SMILES	NPY Y2 blocker	E-sel TNF inh	bCat KO growth	BB579 growth dn	MRP1 act	Measles CPE	PTEN del growth	Phagocyt inh	GALR2 blocker	Yeast life ext
CC1CCCN(c2nc3ccccc3nc2C(C#N)S(=O)(=O)c2ccccc2)C1 (configuration not stated)	9	.	79	-33	-4.7	30	80	1	9	30
CC(C)OC(=O)CN1CCN(C2c3ccccc3-c3ccccc32)CC1	5	.	102	-49	1.1	20	104	.	6	-6
O=C1C(c2ccc(F)cc2)N(Cc2ccc3c(c2)OCO3)C(=O)CN1C1CCCCCC1 (configuration not stated)	6	18	56	-29	-2.0	4	51	-2	-4	-8
C/C(=N\NC(=O)c1cccs1)C(C)(C)C	1	.	79	-26	-1.9	3	94	-5	3	4
O=S(=O)(c1cccc2cccnc12)N1CCN(c2ccccc2)CC1	3	4	95	-42	-0.9	8	98	0	1	17
Cc1onc(-c2ccccc2Cl)c1C(=O)Nc1ccc(-n2nncc2C(C)(C)C)cc1	1	.	94	-28	0.1	20	96	-1	4	4
O=C(Nc1ccc(-c2noc(CCc3ccccc3)n2)cc1)c1ccco1	0	-35	59	-34	-3.3	6	71	-1	18	-22
COC(=O)c1ccc(Cl)c(NC(=O)NC2CCCCC2)c1	3	5	95	-40	0.6	3	99&111	0	2	-15
CC(C)CC(=O)NC(=S)N(Cc1ccccc1)Cc1ccccc1	4	.	81	-29	-1.3	2	79	4	-11	8
Cc1cc(/C=N/n2cnnc2)c(C)n1-c1ccc2c(c1)OCO2	1	-7	88	-10	-0.7	13	93	0	-10	2
COc1ccc(CCN2C(=O)CC(N3CCN(S(=O)(=O)c4ccccc4)CC3)C2=O)cc1 (configuration not stated)	2	-31	83	-45	-3.4	6	75	-3	4	-5
CCOC(=O)C1=C(C)N=C2SC(C(=O)OC)=CC(=O)N2C1c1cc(OC)c(OC)c(OC)c1 (configuration not stated)	-2	.	86	-38	-1.9	11	93	-5	-26	-1
Cc1ccc(-c2cc(C(F)F)n3ncc(C(=O)NCc4ccco4)c3n2)cc1	6	6	71	-20	-1.5	4	77	-1	-1	-9
CC(C)CNC(=O)C1CC(=O)OC12CCCCC2 (configuration not stated)	2	17	94	-6	-2.5	10	88	0	10	-18
CCn1c(CC(=O)Nc2cccc(Cl)c2Cl)nnc1SCCOc1ccc(OC)cc1	8	9	90	-40	-1.6	10	92	-1	-2	-10
CC(C)n1c(NCc2ccc(N(C)C)cc2)nc2ccccc21	3	-35	94	-13	-0.5	20	89	.	8	.
Cc1nc(SC(C(=O)c2ccccc2)c2ccccc2)nc2ccccc12 (configuration not stated)	9	7	89	-29	-1.4	5	82	-4	3	-2
COC(=O)c1cc(NS(=O)(=O)c2ccc(OC)c(OC)c2)ccc1Cl	4	-14	80	-35	-0.4	8	81	1	-2	-21
O=S(=O)(/C=C/c1ccccc1)N1CCN(c2ccc(F)cc2)CC1	5	-29	93	-34	-2.8	19	88	-1	-3	-2
COc1cc2c(cc1OC)C(c1ccncc1)CC(=O)N2 (configuration not stated)	3	-13	92	-8	-2.7	8	98	0	-9	-5
CC(C)CC(COCc1cccc(Cl)c1)N1CCN(C(=O)c2cccc(C(F)(F)F)c2)CCC1=O (configuration not stated)	7	.	75	-12	-3.8	2	67	.	3	1
O=C1C2ON(c3ccccc3)C(c3ccncc3)C2C(=O)N1c1ccc(Br)cc1 (configuration not stated)	5	.	104	-3	-0.8	19	89	-1	-1	-12
O=S1(=O)CCN2C=C(Br)C=C(Br)C2=N1	-1	-15	86	0	-3.1	3	86	0	-1	-4
CCOc1ccc(C(c2c(C)[nH][nH]c2=O)c2c(C)[nH][nH]c2=O)cc1OCC	5	.	87	13	-3.3	11	91	.	-15	1
Cc1ccccc1NC(=O)Nc1cccs1	4	-45	81	-11	-2.0	11	82	1	9	-20
Cc1csc(Sc2ccc([N+](=O)[O-])cc2C(=O)OCC(=O)NC2CCCC(C)C2C)n1 (configuration not stated)	2	.	97	-26	-1.3	4	96	.	7	-11
CC1=C(C)[N+](=O)C2(O)CCCCC2(C)N1[O-] (configuration not stated)	-3	-12	102	-30	-2.0	28	85	-3	7	-24
CC1(C)CC(=O)C=C(NCC(=O)O)C1	0	28	100	-42	-0.5	4	96	0	-3	-2
Cc1ccccc1OCCC(=O)Nc1cccc(S(=O)(=O)Nc2ccccc2Cl)c1	2	.	97	-24	2.6	23	89	.	8	7
CN(C)c1nc(SCc2ccccc2)nc(N2CCOCC2)n1	2	-6	79	-34	0.5	27	78	.	-12	-18
CC(C)Cn1c(-c2ccco2)n[nH]c1=S	2	15	84	-13	-2.4	14	90	0	-7	-4
CCCCN(C)C(=O)c1coc(=O)c2ccccc12	-1	1	99	-71	-1.2	10	101	.	-4	-1
COc1ccc(-c2nsc(SCC(=O)Nc3ccc4c(c3)OCO4)n2)cc1	3	.	101	-15	-2.6	5	95	-3	6	5
C=CCn1c(SCCCCCC)nc(O)cc1=O	4	-9	103	-13	-1.7	7	90	-4	-1	4
O=c1oc2cc(O)ccc2cc1-c1ccc(F)cc1	2	2	84	-41	-2.0	8	91	0	6	-25
Cc1ccc(C2CC(=O)NC(SCC(=O)OCc3ccccc3)=C2C#N)o1 (configuration not stated)	6	20	37	-53	-2.0	-1	30	.	-5	-5
O=C(Oc1ccc2c3c(c(=O)oc2c1)CCCC3)c1cccs1	6	.	95	-6	0.8	19	108	-9	-2	-7
COc1ccccc1-c1ccc(NC2CCCC2)nn1	3	-9	92	-39	1.4	21	89	.	11	.
COc1ccc(C(=O)Oc2ccc(C(=S)N3CCCC3)cc2)cc1OC	0	-16	87	-3	-0.1	27	106	-8	6	-3
Cc1cc(C(=O)CSc2nnc(-c3cccnc3)n2-c2ccccc2)c(C)n1CC1CCCO1 (configuration not stated)	4	36	93	-44	-0.1	4	95	-1	-4	-15
O=C(Nc1ccc(N2CCOCC2)c(Cl)c1)c1c(F)c(F)c(F)c(F)c1F	4	13	20	4	-2.2	10	26	0	7	-16
NC(=O)CCc1c[nH]c2ccccc12	0	-12	89	-45	-0.9	9	89	0	10	-13
COc1ccc(NC(=O)CSc2nc3ccccc3c(=O)n2CCNC(C)=O)cc1	2	-20	86	-26	-2.1	5	93	0	7	-3
Nc1[nH]ncc1N=Nc1ccc(Cl)cc1	2	2	92	9	1.1	14	101	1	-6	-16
O=C(CCN1CCOCC1)Nc1ccccc1	-3	-32	97	-45	-1.3	2	100	.	1	6
Cc1ccc(-n2nnnc2SCC(=O)N2CCCCC2)cc1	0	54	92	-74	-0.3	8	96	-1	-7	-1
CC(=O)Nc1c(C(=O)O)[nH]c2ccccc12	-1	8	92	6	-1.0	5	105	-1	15	-13
COc1ccc(-n2c(SCC(=O)Nc3nccs3)nnc2-c2ccoc2C)cc1	-1	.	97	-28	-3.6	24	93	-1	-11	-3
Oc1c(C(Nc2nc3ccccc3s2)c2ccco2)ccc2cccnc12 (configuration not stated)	0	.	13	74*	-4.2	15	15	0	17	-6
COc1ccc(C(=O)Nc2nncs2)cc1S(=O)(=O)N1CC(c2ccccc2)CC1=O (configuration not stated)	1	11	101	5	-0.8	22	99	0	10	5
CCCCc1ccc(-c2csc(/C(C#N)=C\c3ccco3)n2)cc1	2	.	92	-26	2.5	31	93	-5	1	4
CC(=O)Oc1cccc(N2C(=O)C3C(C2=O)C2C=CC3C23CC3)c1 (configuration not stated)	-2	-50	102	-17	-0.4	14	105	0	-9	-4
COc1ccc2c(c1OC)C(=O)N(c1cccc(C)c1)C2=O	3	.	111	-50	0.3	6	112	1	4	-19
Cc1cc(C(F)(F)F)nn1Cc1n[nH]c(=S)n1-c1ccc(F)cc1	1	.	86	-3	-1.3	15	95	-5	63*	-1
N#Cc1c(NC(=O)c2cnccn2)sc2c1CCCC2	3	.	41	18	-4.1	11	41	-6	9	-6
Cc1cc(C)c2nc(SCC(=O)N3CCCCC3)c(C#N)cc2c1	1	-26	92	-40	-0.8	5	90	0	3	-9
O=C(NCCN1CCOCC1)c1ccc2c(c1)N(Cc1ccccc1F)C(=O)CS2	2	0	94	-97	-0.9	4	101	.	9	-6
Cc1ccc(Cn2c(=N)n(CC(=O)c3ccc([N+](=O)[O-])cc3)c3ccccc32)cc1	-3	.	0.9*	-6	-6.5	1	0.9*	-1	-18	2
CCOC(=O)c1ccc(NC(=O)CSc2nnc(COc3ccccc3OC)n2CC)cc1	0	6	93	-46	-3.7	5	98	0	-2	-35
Cc1cc2nc(C3CCCN(C(=S)Nc4ccccc4)C3)[nH]c2cc1C (configuration not stated)	2	.	93	3	-2.0	6	96	.	12	-1
Following part
SMILES	NPY Y2 blocker	E-sel TNF inh	bCat KO growth	BB579 growth dn	MRP1 act	Measles CPE	PTEN del growth	Phagocyt inh	GALR2 blocker	Yeast life ext
O=S(=O)(Nc1nc2ccccc2nc1Nc1ccc2c(c1)OCO2)c1ccc(F)cc1	6	.	47	-17	-2.2	15	43	-14	6	11
Cc1cc(C)c(C(=O)COC(=O)c2cccc(S(=O)(=O)NCc3ccccc3)c2)cc1C	4	.	93	-45	-0.7	10	83	-12	-5	8
COc1ccccc1C1(O)CCN(CC(=O)Nc2c(C)nn(C)c2C)CC1	-2	7	99	12	-0.5	31	100	0	4	3
Cc1cc[n+]2cc(-c3cccc([N+](=O)[O-])c3)c(-c3cccc([N+](=O)[O-])c3)cc2c1	-1	5	91	-12	-3.5	3	92	-5	0	5
O=C(Nc1nnc(-c2ccco2)s1)C1CCN(S(=O)(=O)c2ccc(Cl)cc2)CC1	-2	-17	62	-34	-2.9	10	53	-1	11	-28
Cn1cccc1C1NC(=O)c2c(sc3c2CCC(C(C)(C)C)C3)N1 (configuration not stated)	-1	1	76	-2	-0.8	5	95	-1	2	14
CCc1nc(OCc2ccccc2)c2sc3nc4c(cc3c2n1)COC(C)(C)C4	8	12	101	-15	1.5	1	76	-2	-18	0
CC1=C(C(=O)Nc2ccccc2C)C(c2ccc(C)o2)N2C(=O)CSC2=N1 (configuration not stated)	-3	17	85	-2	7.3*	2	95	-1	-8	-22
N#CC(C(=O)NCCc1ccccc1)c1nc2ccccc2nc1N1CCCCC1 (configuration not stated)	-1	.	82	-28	1.1	41*	67	-1	-9	-2

Fetched one by one from the list above (2):
SMILES	NPY Y2 blocker	E-sel TNF inh	bCat KO growth	BB579 growth dn	MRP1 act	Measles CPE	PTEN del growth	Phagocyt inh	GALR2 blocker	Yeast life ext
N#CC(C(=O)NCCc1ccccc1)c1nc2ccccc2nc1N1CCCCC1 (configuration not stated)	-1	.	82	-28	1.1	41*	67	-1	-9	-2
Cc1cc(C)c(C(=O)COC(=O)c2cccc(S(=O)(=O)NCc3ccccc3)c2)cc1C	4	.	93	-45	-0.7	10	83	-12	-5	8
